tim23-1 inh: tim23-1 yeast growth inhibition. S. cerevisiae tim23-1 growth, BacTiter-Glo luminescence, 24 h. inhibition, % at 20 µM. hit rate 1.3% among 330,000;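 active means growth inhibition of the mutant yeast at or above 50%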;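 further: temperature-sensitive mutant grown at 25 °C; plate controls were DMSO-treated mutant yeast for no effect and medium wells lacking yeast for full effect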
697 NFkB inh: lowers PMA/ionomycin-induced NF-kB signal in 697 B cells | 697 B-cell NF-kB luciferase reporter, 16 h | inhibition, % at 4 µM | hit rate 0.33% among 330,000; in the data active means inhibition above about 35%
Mdm2 MdmX PPI: disrupts the human Mdm2-MdmX interaction; inhibition, % at 8 µM; AID 485346; O15151+Q00987; SaOS-2 split-luciferase Mdm2/MdmX complementation, luminescence; hit rate 3% among 330,000;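 active means inhibition of at least 50% at 8 µM in the primary screen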
Target sequence (O15151 whole entry, looked up): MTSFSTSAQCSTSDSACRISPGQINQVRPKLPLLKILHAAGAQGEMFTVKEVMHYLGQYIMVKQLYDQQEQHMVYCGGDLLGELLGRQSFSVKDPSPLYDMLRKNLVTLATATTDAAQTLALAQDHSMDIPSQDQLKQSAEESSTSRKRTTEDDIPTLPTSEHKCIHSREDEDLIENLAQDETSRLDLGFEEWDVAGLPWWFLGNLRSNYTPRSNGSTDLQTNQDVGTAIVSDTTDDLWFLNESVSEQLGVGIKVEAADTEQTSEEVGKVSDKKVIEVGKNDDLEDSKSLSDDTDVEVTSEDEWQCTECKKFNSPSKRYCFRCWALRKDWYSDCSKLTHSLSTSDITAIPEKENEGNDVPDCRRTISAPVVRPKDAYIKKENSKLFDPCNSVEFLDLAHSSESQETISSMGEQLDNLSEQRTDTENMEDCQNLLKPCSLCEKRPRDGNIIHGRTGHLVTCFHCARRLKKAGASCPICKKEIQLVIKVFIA
Target sequence (Q00987 whole entry, looked up): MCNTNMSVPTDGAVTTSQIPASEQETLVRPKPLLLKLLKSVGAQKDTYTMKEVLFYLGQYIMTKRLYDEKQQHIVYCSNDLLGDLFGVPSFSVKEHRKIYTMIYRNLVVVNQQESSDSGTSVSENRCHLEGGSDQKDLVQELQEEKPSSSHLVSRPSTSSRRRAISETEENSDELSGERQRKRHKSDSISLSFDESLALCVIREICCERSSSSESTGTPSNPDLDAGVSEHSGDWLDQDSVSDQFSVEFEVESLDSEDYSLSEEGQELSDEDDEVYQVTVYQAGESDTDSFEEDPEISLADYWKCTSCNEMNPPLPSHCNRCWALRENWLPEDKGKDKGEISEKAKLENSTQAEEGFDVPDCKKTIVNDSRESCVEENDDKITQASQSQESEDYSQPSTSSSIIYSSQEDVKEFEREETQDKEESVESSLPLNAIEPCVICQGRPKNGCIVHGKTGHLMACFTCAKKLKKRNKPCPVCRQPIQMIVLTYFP
UPR CHOP act: activators of apoptotic arm of unfolded protein response (CHOP). CHO-CHOP luciferase reporter, UPR activation, luminescence; percent of tunicamycin response over DMSO baseline. activation, % at 10 µM. hit rate 0.34% among 330,000. AID 449763;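 active means at 10 µM dose, activation of 40% or more, normalized to positive control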;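 further: 100% = tunicamycin at 10 µg/mL and 0% = DMSO alone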
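Evaluation: % reporter activation, DMSO baseline versus tunicamycin full activation; System: CHO-CHOP luciferase reporter cell line; Input: 500 cells/well; Incubation: 6 h compound treatment, 37 °C; Measured by: Steady-Glo luciferase luminescence; Dosing: one dose, 10 µM in 0.5% DMSO; Buffer or medium: F12 medium, 10% FBS; Benchmarks: positive tunicamycin 10 µg/mL, negative DMSO alone.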
APJ antagonist: blocks the human apelin receptor APJ | inhibition, % at 20 µM | P35414 | hit rate 0.32% among 330,000 | AID 2521 | CHO-K1 APJ beta-arrestin complementation, luminescence;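 active means inhibition above about 40% at 20 µM, limit read from the data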;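 further: cells challenged with 10 nM apelin-13 agonist together with compound; plate controls were apelin-13 plus DMSO wells for no effect and DMSO wells lacking apelin-13 for full effect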
APJ ag: agonists of human APJ apelin receptor. CHO-K1 APJ PathHunter beta-arrestin, luminescence; 0% DMSO wells, 100% apelin. hit rate 0.11% among 330,000. AID 2520. P35414. activation, % at 20 µM;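 active means activation more than six SD over the plate average, tested at 20 µM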;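 further: 0% = DMSO alone and 100% = apelin-13 at 10 nM; some results filed as inactive read as strong as hits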
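Test system – PathHunter CHO-K1 APJ (AGTRL-1) beta-arrestin reporter cells · Input – 1000 cells/well · Compound – single test compound dose, 20 µM final, 1% DMSO · Times – compound stimulation 90 min at 25 °C, detection 60 min · Technique – beta-gal luminescence · Read-out basis – APJ–arrestin association signal · Control set – negative DMSO alone, positive Apelin-13 at 10 nM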
XBP1 UPR activ: adaptive UPR (XBP1) activation. CHO-XBP1 luciferase reporter, IRE1-XBP1 UPR activation, luminescence; percent of tunicamycin response, DMSO as zero. activation, % at 20 µM. hit rate 0.33% among 330,000. AID 463104;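 active means versus positive control, 20 µM dose yields 30% or more activation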;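 further: 100% = tunicamycin at 10 µg/mL and 0% = DMSO only wells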
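Material: IRE1-XBP1 luciferase reporter CHO line / Quantity: one thousand reporter cells per well / Buffer or medium: F12 with 10% serum / Compound: 20 µM single concentration, DMSO 1% / Times: 6 h treatment, 37 °C / Detection: Steady-Glo luciferase glow luminescence, 10 min after reagent addition / Benchmarks: tunicamycin high, DMSO low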
Jurkat NFkB inh: inhibitors of the PMA/ionomycin-induced NF-kB reporter in Jurkat cells. PMA/ionomycin-induced NF-kB luciferase reporter, luminescence. inhibition, % at 4 µM. hit rate 0.53% among 330,000. AID 435003; in the data active means inhibition above about 50%
* = called active by the depositor.

SMILES	tim23-1 inh	697 NFkB inh	Mdm2 MdmX PPI	UPR CHOP act	APJ antagonist	APJ ag	XBP1 UPR activ	Jurkat NFkB inh
COc1ccc(S(=O)(=O)N2CCCC2c2cccs2)cc1 (centres undefined)	17.5	-0.2	1.0	-1.8	3.9	-0.9	3.0	13.5
Cc1ccc(CN2CCSc3ccc(C(=O)NC4CCCC4)cc32)cc1	-3.1	2.0	16.2	-1.8	-15.9	-0.3	-2.3	-5.8
COc1cccc(C(=O)C2CCCN(C(=O)CCc3scnc3C)C2)c1 (centres undefined)	18.0	3.9	7.5	1.5	-12.2	0.5	-0.5	8.3
CC(C)(C)OC(=O)C[C@@H]1C/C=C\C[C@@H](CC(=O)N[C@@H](CO)Cc2ccccc2)C(=O)NCCOC1=O	13.4	-4.1	-11.6	1.4	2.7	1.0	-0.7	-1.9
O=C(COc1ccc(F)cc1)N/N=C/c1cccc2cccnc12	34.0	22.0	26.5	-2.9	14.3	-2.2	-3.9	-6.9
CC(C)=CC(=O)OCC(=O)Nc1cccc([N+](=O)[O-])c1	-1.2	-1.4	11.4	-1.1	-1.8	-1.6	-1.0	-0.1
CCc1cccc(N(C(=O)c2csnn2)C(C(=O)NC(C)(C)C)c2ccncc2)c1 (centres undefined)	9.6	-0.7	-0.5	-2.1	3.6	0.4	-2.1	-9.6
Cc1onc(-c2ccccc2)c1C(=O)N1CCN(S(=O)(=O)c2ccc3c(c2)OCCO3)CC1	0.2	13.8	12.3	-1.8	-10.8	-1.9	-0.7	-1.8
CCN(CC)CC(C)CNC(=O)CC(C(=O)N1CCc2ccccc21)n1ccnc1 (centres undefined)	7.4	-7.3	-4.4	-3.1	5.5	-4.7	-2.8	-6.3
CCN(CC)S(=O)(=O)c1ccc2c(c1)N(CC(=O)NCC1CCCO1)C(=O)CO2 (centres undefined)	13.6	-8.6	17.9	0.5	26.7	1.4	-1.7	11.9
COc1nc(OCC#N)nc(N2CCCCC2)n1	12.0	5.8	-22.8	-0.4	9.2	2.5	-0.6	10.7
COc1ccc(-c2noc(-c3ccccc3C(=O)NCc3ccco3)n2)cc1OC	24.2	-1.0	-32.8	2.9	-14.1	-0.9	0.7	-18.1
COc1ccc(OC)c(/C=N/NC(=O)CC2C(=O)NN=C2C)c1 (centres undefined)	4.8	-2.5	-20.5	1.6	2.4	-4.3	0.1	-2.5
CN(C)C1(CNC(=O)C2CCN(S(=O)(=O)c3c(Cl)cccc3Cl)CC2)CCCCC1	5.8	-5.9	30.2	-1.3	11.6	-3.9	-0.8	-0.8
COc1cc(C(=O)OCCNC(=O)c2ccccc2)cc(OC)c1OC	18.3	-0.4	-14.4	3.0	23.2	0.3	-0.8	18.5
CCOC(=O)C1=C(C)N=C2SCCC(=O)N2C1c1sccc1C (centres undefined)	7.1	-12.7	26.7	-0.2	3.2	-3.4	1.0	-17.7
CC(=O)O[C@@H]1C[C@H]2C(C)=C[C@H]3OC(=O)[C@@H](C)[C@H]3C[C@H]2[C@]1(C)O	6.9	7.6	2.2	-0.8	15.6	-1.9	-1.4	-4.4
C/C(=N\Nc1nc(C)cc(-c2ccccc2)n1)c1ccccc1	-2.2	-38.4	8.8	8.6	-5.8	-4.8	-0.9	-44.3
O=C1OC(c2ccc(F)cc2)=C/C1=C\c1ccc([N+](=O)[O-])o1	-142.3	-6.8	74.4*	6.1	-9.9	0.1	2.9	-8.4
COCc1ccc(C(=O)N2CCCC(N(C)Cc3ccccc3)C2)s1 (centres undefined)	13.8	6.1	-19.6	0.7	22.1	3.7	-3.0	8.4
O=C(Cn1c(=O)oc2cccnc21)Nc1ccc(C(F)(F)F)cc1	-1.1	-16.9	17.8	-0.3	1.1	-2.8	-3.2	-0.8
O=C(CSc1ccc(-c2ccco2)nn1)NCc1ccccc1	-9.3	11.7	17.6	-1.4	-25.9	-1.2	1.7	0.5
CCCC(=O)Nc1ccc(-c2nc3cc(C)ccc3o2)cc1	47.9	-379.2	-296.9	-1.4	5.4	4.4	-3.1	-168.5
NC(=O)c1snnc1-c1ccccc1	-1.7	-2.9	-6.6	0.3	-3.9	4.0	1.4	3.8
O=C(Nc1nc2ccccc2s1)c1ccc(OCC2CCCO2)cc1 (centres undefined)	13.6	-400.6	-42.3	2.4	3.2	0.5	-2.9	-130.3

Further entries:
SMILES	tim23-1 inh	697 NFkB inh	Mdm2 MdmX PPI	UPR CHOP act	APJ antagonist	APJ ag	XBP1 UPR activ	Jurkat NFkB inh
COc1ccccc1N1C(=O)c2cccc3c(Cl)ccc(c23)C1=O	16.0	-6.9	16.1	-1.4	11.4	-2.5	0.0	24.5
COc1ccc2cc3c(N)nn(C(=O)c4cccc(F)c4)c3nc2c1	-0.6	3.8	71.3*	0.5	-9.5	-4.7	2.9	23.8
CC(C)Nc1nc(NC(C)C)nc(SCCOC(=O)Nc2ccc(Cl)cc2Cl)n1	18.3	-6.1	29.7	1.6	-27.0	-3.0	-0.6	-8.6
COc1ccc(-n2c(COc3ccccc3)nnc2SCc2ccc(C#N)cc2)cc1	37.0	13.2	9.3	-1.9	-10.0	-3.5	-2.1	19.9
CNC(=S)N(CCc1c(C)[nH]c2ccccc12)Cc1ccco1	5.2	4.8	33.3	-1.1	7.8	-2.4	1.1	-12.8
CCOC(=O)C1=C(C)N=c2s/c(=C\c3cccc(OCC(=O)O)c3)c(=O)n2C1c1ccccc1OC (centres undefined)	15.5	-17.5	6.2	0.0	9.9	-3.8	3.0	3.7
N#Cc1cnc2sc3ccccc3n2c1=N	10.0	-52.5	-27.7	2.2	5.8	-1.4	4.4	-37.4
Cc1ccc(N(C(=O)c2cc3ccccc3oc2=O)C2C=CS(=O)(=O)C2)cc1 (centres undefined)	-1.1	-16.3	-4.3	0.2	19.9	-4.6	-2.4	-5.1
O=C(CSc1ccccc1)Nc1ccc(S(=O)(=O)NCC2CCCO2)cc1 (centres undefined)	4.2	14.2	7.0	2.1	9.6	-5.2	-2.5	3.1
CCCCCCCCCCCCCCCC(=O)OC(CC(=O)O)C[N+](C)(C)C (centres undefined)	4.4	-16.2	-10.2	-1.1	25.7	-3.5	-6.4	6.3
CCOc1ccc(-n2c(C)cc(C(=O)NS(=O)(=O)c3ccc(C)cc3)c2C)cc1	28.1	-31.2	-10.4	-2.0	-10.1	1.1	2.6	-29.2
C#CCOCCOCCOCCNc1nc(N2CCN(C(=O)Cn3cc(CCCCN)nn3)CC2)nc(N2CCN(C(=O)Cn3cc(CCCN=C(N)N)nn3)CC2)n1	12.5	7.4	14.8	3.5	-56.5	5.6	0.0	2.8
CCOC(=O)CC1ON(C)C(=O)N1c1ccc([N+](=O)[O-])cc1 (centres undefined)	-3.5	10.0	10.8	-1.1	-16.1	-4.7	2.2	13.4
CSc1c(C#N)c(N)c(C#N)c2c1COC(C)(C)C2	-28.7	6.3	-8.3	-2.0	-12.2	5.9	2.8	3.7
CCOc1ccccc1NC(=O)C(Sc1ccccc1)c1ccccc1 (centres undefined)	18.2	6.1	14.6	-0.5	-5.4	-8.5	-0.1	-24.6
O=C1C2C3C=CC(CC3)C2C(=O)N1/N=C/c1ccc(O)cc1 (centres undefined)	20.6	-15.3	-6.3	-0.2	-0.6	-5.1	-1.2	-3.2
COc1cccc(NC(=O)CN(C)C(=O)c2ccc(-n3cncn3)c([N+](=O)[O-])c2)c1	-13.3	-3.4	9.8	-0.2	-20.9	1.9	0.2	-6.0
CC(C)CN1CCC(C(=O)NCC2CCCO2)CC1 (centres undefined)	0.1	19.1	16.0	-1.6	13.7	-1.6	0.0	-1.4
COc1cccc(C(=O)Nc2cnc(NC(=O)c3ccco3)cc2C)c1	1.0	-16.9	-5.5	2.9	-0.1	4.4	-0.5	-8.7
CNC(=S)NNc1nc(-c2ccccc2)c2cc(Cl)ccc2n1	17.4	-50.2	0.3	1.6	20.3	-2.2	-0.2	-7.1
O=C(CN1C(=O)S/C(=C\c2ccccc2)C1=O)NC1CCS(=O)(=O)C1 (centres undefined)	-8.5	2.6	7.4	-1.7	-9.3	5.8	-5.8	11.7
Cc1cc2nccc(-c3ccco3)n2n1	-6.6	-18.9	-17.1	0.8	-5.9	-1.1	-0.7	-0.8
CCCCn1c(=O)[nH]c(=O)c2c1nc(-c1ccc([N+](=O)[O-])cc1)n2CC	0.9	14.1	8.8	0.0	2.6	3.4	-3.2	-7.4
Cc1cc(Br)c(NC(=O)C(C)Sc2nnnn2C)c(Br)c1 (centres undefined)	6.5	-2.4	14.2	-1.4	-6.7	-4.9	0.1	4.3
O=C(CNC(=O)c1ccc2c(c1)OCCO2)N=Nc1c(O)[nH]c2ccccc12	8.5	5.6	6.3	1.2	0.7	-5.3	-3.9	-0.7

Later entries
SMILES	tim23-1 inh	697 NFkB inh	Mdm2 MdmX PPI	UPR CHOP act	APJ antagonist	APJ ag	XBP1 UPR activ	Jurkat NFkB inh
CCOCCOC(=O)C1=C(C)NC(=O)NC1c1ccc2c(c1)OCO2 (centres undefined)	3.5	7.2	10.7	0.9	-7.7	-3.5	-5.4	1.4
Nc1cccc(CN2CCCC2)c1	-44.1	-26.9	17.6	-3.5	-33.9	-0.9	-4.6	-7.2
CNC(=S)NNC(=O)c1cccn(Cc2ccccc2)c1=O	11.3	7.4	-2.4	-1.2	-12.5	-0.3	-1.3	8.7
CNC(=O)c1sccc1SCc1ccc(Cl)cc1Cl	1.8	11.5	2.7	1.8	5.9	-1.5	3.4	7.4
COCCN(Cc1nc(-c2ccc(C(F)(F)F)cc2)no1)C(C)C	5.9	17.5	15.9	-1.2	-20.3	0.3	-4.6	-0.8
Cc1ccc(-n2nc3c(=O)n(CC(=O)NCc4ccccc4)nc(C)c3c2C)cc1	16.1	2.6	3.2	0.6	19.6	-3.5	-1.9	25.0
O=C(NN=C1CCCC1)c1ccccc1OCCOc1ccccc1	13.7	6.7	21.1	3.5	-3.6	-3.3	-4.7	0.0
C[C@@H](NC(=O)c1nc[nH]c1C(=O)N(C)Cc1ccccc1)c1ccccc1	2.7	-3.6	11.7	-0.9	8.3	-5.0	0.2	-15.6
NS(=O)(=O)c1cccc(NC(=O)COC(=O)/C=C/c2ccco2)c1	5.5	13.2	-2.5	-1.4	-3.9	-1.4	-1.0	1.2
O=C(COc1cc2oc(=O)c3c(c2cc1Cl)CCC3)NCCCN1CCCC1=O	-2.0	13.6	-1.0	-1.3	9.5	-3.2	-2.5	-0.2
CC(=O)N1CCN(S(=O)(=O)c2ccc(C)c([N+](=O)[O-])c2)C1C(C)C (centres undefined)	1.5	9.6	4.7	0.3	7.2	-2.5	-0.5	19.6

Random excerpt: 4 compounds from above
SMILES	tim23-1 inh	697 NFkB inh	Mdm2 MdmX PPI	UPR CHOP act	APJ antagonist	APJ ag	XBP1 UPR activ	Jurkat NFkB inh
Cc1ccc(-n2nc3c(=O)n(CC(=O)NCc4ccccc4)nc(C)c3c2C)cc1	16.1	2.6	3.2	0.6	19.6	-3.5	-1.9	25.0
CNC(=S)NNC(=O)c1cccn(Cc2ccccc2)c1=O	11.3	7.4	-2.4	-1.2	-12.5	-0.3	-1.3	8.7
C[C@@H](NC(=O)c1nc[nH]c1C(=O)N(C)Cc1ccccc1)c1ccccc1	2.7	-3.6	11.7	-0.9	8.3	-5.0	0.2	-15.6
COCCN(Cc1nc(-c2ccc(C(F)(F)F)cc2)no1)C(C)C	5.9	17.5	15.9	-1.2	-20.3	0.3	-4.6	-0.8
